MgcRacGAP inhibition: MgcRacGAP GTPase-activating activity inhibitors, confirmation, biochemical, ADP Hunter fluorescence; inhibition, % at 30 µM; hits with a dose series show IC50 in µM; MgcRacGAP-stimulated Rac1 GTP hydrolysis, ADP Hunter fluorescence; higher % means a stronger effect; GST-tagged Rac1 F28L mutant substrate; 340,000 compounds, 0.6% hits;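 active = first-screen hits whose inhibition reached a set limit at any dose in the follow-up dose series; inconclusive = inhibition above the set first-screen limit but never retested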;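 also: fluorescence reports GDP produced by GAP-driven GTP hydrolysis; strong numbers were not always called active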
SV40 large T antigen: SV40 large T antigen inhibitors, biochemical (AID 1903). SV40 large T antigen ATPase/helicase inhibition assay; higher % means a stronger effect. inhibition, % at 20 µM, or IC50 in µM where a hit was titrated. 310,000 compounds, 0.39% hits; in the data active = a potency from the dose series; inconclusive = inhibition mostly from about 32% at the one dose, without a potency; inactive = the rest, 99 in 100 with inhibition below about 32%; also: strong numbers were not always called active
GPR55 activation: GPR55 agonists via beta-arrestin recruitment, primary screen, imaging, U2OS cells, beta-arrestin-GFP redistribution (AID 1961) | 290,000 compounds, 0.048% hits | one-dose activation, % at 10 µM; EC50 in µM for titrated hits | U2OS GPR55 beta-arrestin-GFP redistribution imaging; higher % means a stronger effect;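 active = activation above 40% with more than 50 cells counted in the well; inconclusive = wells holding fewer than 50 cells, flagged as toxic or sparse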;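 also: U2OS osteosarcoma cells stably expressing GPR55 and beta-arrestin-GFP; plate controls were DMSO negative control for no effect and LPI positive control for full effect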
Dengue-2 NS5 capping: Dengue-2 NS5 methyltransferase inhibitors, primary screen, biochemical, confirmation dose response (AID 588689) | Dengue-2 NS5 methyltransferase capping enzyme assay, biochemical; higher % means a stronger effect | one-dose inhibition, % at 25 µM; IC50 in µM for titrated hits | 340,000 compounds, 0.3% hits; in the data active = a potency from the dose series; inconclusive = inhibition above about 29% without an active follow-up result
GPR35 arrestin U2OS: inhibition of zaprinast-stimulated GPR35 beta-arrestin translocation – imaging, U2OS, beta-arrestin-GFP, zaprinast agonist, primary screen (AID 2058); U2OS GPR35 beta-arrestin-GFP translocation imaging, zaprinast antagonism; higher % means a stronger effect; inhibition, % at 10 µM, or IC50 in µM where a hit was titrated; 290,000 compounds, 0.052% hits;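 active = inhibition of at least 50% with at least 30 cells and total cytoplasm GFP at most 10,000,000; inconclusive = under 30 cells or total GFP of 10,000,000 plus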
Yfh1-depleted yeast: enhancers of respiration in Yfh1-depleted yeast, dose response, Friedreich's ataxia, plus single-dose screen (AID 1465); S. cerevisiae Yfh1-off respiration, WST-1 reduction, 72 h; higher fold induction means a stronger effect; fold induction at 50 µM; hits with a dose series show EC50 in µM; 220,000 compounds, 0.074% hits;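 active = fold induction of absorbance versus untreated yeast above a set limit, then at least 30% activation at any dose in follow-up; inconclusive = repeats straddling the limit, or above it without dose testing; inactive = fold induction below the set limit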;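 also: activators that raise dye reduction in frataxin-depleted yeast; strong numbers were not always called active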
NTR1 agonist: NTR1-driven beta-arrestin-GFP spot formation – imaging, U2OS cells, high content, primary screen (AID 493036); activation, % at 20 µM; 330,000 compounds, 0.17% hits; agonist mode; P30989;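 active = activation at or above 40% of the spot to cytoplasm intensity ratio, with at least 20 cells analyzed; inconclusive = wells under 20 cells, flagged as cytotoxic or low count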;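 also: 0% = DMSO without peptide and 100% = 100 nM NTR1 peptide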
Target sequence (P30989 whole entry, looked up): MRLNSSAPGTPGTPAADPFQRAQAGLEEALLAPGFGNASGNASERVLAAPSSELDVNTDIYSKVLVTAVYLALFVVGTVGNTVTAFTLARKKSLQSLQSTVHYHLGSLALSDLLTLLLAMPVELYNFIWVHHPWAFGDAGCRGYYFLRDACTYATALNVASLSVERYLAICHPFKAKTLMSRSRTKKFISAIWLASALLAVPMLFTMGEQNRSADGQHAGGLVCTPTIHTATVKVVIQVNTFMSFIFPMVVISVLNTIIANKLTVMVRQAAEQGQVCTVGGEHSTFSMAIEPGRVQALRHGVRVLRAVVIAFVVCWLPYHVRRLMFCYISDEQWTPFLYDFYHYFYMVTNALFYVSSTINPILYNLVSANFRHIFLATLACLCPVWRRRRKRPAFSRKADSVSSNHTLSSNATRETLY
GPR55 LPI antagonism: GPR55 antagonists blocking LPI-driven arrestin recruitment, primary screen, imaging, U2OS, beta-arrestin-GFP, LPI agonist (AID 2013). one-dose inhibition, % at 10 µM; IC50 in µM for titrated hits. 290,000 compounds, 0.13% hits. U2OS GPR55 beta-arrestin-GFP translocation imaging, LPI antagonism; higher % means a stronger effect;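 active = spots per cell inhibited over 60%, with over 100 cells counted and total cytoplasm intensity under 500,000; inconclusive = wells with under 100 cells, flagged as likely toxic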;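 also: U2OS cells stably carrying GPR55 and arrestin-GFP stimulated by 5 µM LPI near EC80; imaged beta-arrestin-GFP aggregate spots per cell after agonist stimulation; plate controls were LPI-stimulated DMSO wells for no effect and DMSO wells without LPI for full effect; some results filed as inactive read as strong as hits; confirmed hits need IC50 under 10 µM and bright autofluorescent wells are also inconclusive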
AID2073: disruptors of CaV2.2 binding to Mint1 – biochemical, HTRF (AID 2073); HTRF protein-protein interaction, Mint1-CaV2.2; higher % means a stronger effect; inhibition, % at 20 µM, or IC50 in µM where a hit was titrated; 290,000 compounds, 0.19% hits; in the data active = inhibition mostly above about 51%, no sharp cut-off; inconclusive = no clear call, values can overlap the other calls; inactive = mostly below about 53%; also: some results filed as inactive read as strong as hits
NTR1 agonist cell count 20 µM: recorded beside NTR1 agonist, whose call it bears; cell count; measured here: cell count, cytotoxicity flag
Dengue-2 NS5 capping pilot replicate: recorded beside Dengue-2 NS5 capping, whose call it bears; inhibition, %; measured here: pilot screen replicate inhibition
* = called active by the depositor; i = inactive; ? = inconclusive; . = not tested or not shown. Outcome played no part in choosing rows; overall some 1.7% were active at least once.

SMILES	MgcRacGAP inhibition	SV40 large T antigen	GPR55 activation	Dengue-2 NS5 capping	GPR35 arrestin U2OS	Yfh1-depleted yeast	NTR1 agonist	NTR1 agonist cell count 20 µM	GPR55 LPI antagonism	AID2073	others
O=C(c1nn2cccnc2c1Cl)N1CCN(c2ccccc2)CC1	10.5%	3.7%	0.2%	-2.7%	-6.7%	i	0.7	54	0.8%	13.5%
Cc1ccc(C(=O)N(c2ccccc2)C2CC(C)N(C(=O)c3ccco3)c3ccccc32)cc1 (stereo unspecified)	-1.0%	10.7%	0.0%	-7.0%	-2.2%	i	1.0	65	2.41µM*	-1.8%
COc1ccc(NC(=O)CSc2nc3c(c(=O)n(C)c(=O)n3C)n2C)c(OC)c1	4.7%	18.9%	-0.2%	1.8%	-5.8%	.	2.0	54	-0.9%	4.1%
CC(c1ccco1)N(C(=O)c1ccccc1NS(=O)(=O)c1cc([N+](=O)[O-])ccc1Cl)c1ccccn1 (stereo unspecified)	11.1%	-1.7%	-0.4%	8.7%	9.3%	i	3.9	58	14.1%	-4.7%
CC(=O)N1[C@H](Cc2ccccc2)C=C[C@]1(C)C(=O)NCCc1c[nH]c2ccccc12	7.7%	6.6%	-0.1%	6.0%	-13.1%	i	-2.6	76	0.3%	-2.9%
CCN1/C(=C2\C(=O)N(C)C(=S)N2C)C=Cc2cc(C)ccc21	30.1%	18.7%	-0.4%	11.6%	7.9%	i	2.4	36	3.1%	-16.3%
COc1ccc(NC(=O)CN(C)CC(=O)Nc2cccc(S(=O)(=O)N(C)c3ccccc3)c2)cc1	5.9%	2.4%	0.5%	3.0%	-4.2%	i	1.8	59	6.2%	-1.2%
COc1ccc(-c2ccc(=O)n(Cc3cccc(Cl)c3)n2)cc1	.	-3.8%	0.0%	-13.7%	-7.0%	.	9.4	79	-6.8%	15.9%
COc1ccc(OC)c(C2NC(=O)NC(C)=C2C(=O)OC2CCCCC2)c1 (stereo unspecified)	14.6%	5.9%	0.0%	12.7%	-1.2%	.	1.4	74	-3.7%	6.3%
O=C(O)CCC(C(=O)O)n1c(O)c(C2=c3ccccc3=NC2=O)sc1=S (stereo unspecified)	9.0%	28.8%	0.0%	6.5%	-6.8%	i	0.5	68	6.0%	-14.6%
O=C(C1CCN(S(=O)(=O)c2ccc(Br)s2)CC1)N1CCc2ccccc21	-3.7%	5.8%	-0.1%	-1.4%	-7.7%	i	0.2	58	10.7%	1.8%
O=S1OC(c2ccccc2)c2cc(Cl)ccc21 (stereo unspecified)	?	21.7%	.	-17.1%	.	.	2.4	47	.	.

The final three compounds of the section above come first, to join the parts:
SMILES	MgcRacGAP inhibition	SV40 large T antigen	GPR55 activation	Dengue-2 NS5 capping	GPR35 arrestin U2OS	Yfh1-depleted yeast	NTR1 agonist	NTR1 agonist cell count 20 µM	GPR55 LPI antagonism	AID2073	others
O=C(O)CCC(C(=O)O)n1c(O)c(C2=c3ccccc3=NC2=O)sc1=S (stereo unspecified)	9.0%	28.8%	0.0%	6.5%	-6.8%	i	0.5	68	6.0%	-14.6%
O=C(C1CCN(S(=O)(=O)c2ccc(Br)s2)CC1)N1CCc2ccccc21	-3.7%	5.8%	-0.1%	-1.4%	-7.7%	i	0.2	58	10.7%	1.8%
O=S1OC(c2ccccc2)c2cc(Cl)ccc21 (stereo unspecified)	?	21.7%	.	-17.1%	.	.	2.4	47	.	.
C=CCn1c(SCC2CCCCO2)nc2sc(CC)cc2c1=O (stereo unspecified)	9.1%	1.9%	0.9%	-0.6%	6.5%	i	10.0	65	15.9%	37.2%
CCCCC(=O)NC1(C(F)(F)F)C(=O)Nc2c1c(=O)[nH]c(=O)n2Cc1ccco1 (stereo unspecified)	7.0%	11.6%	0.1%	-0.8%	7.8%	i	3.1	80	-5.3%	4.5%
CCn1cc(CCC(=O)NC2CCCC2)c2ccccc21	7.7%	24.7%	-0.1%	2.6%	-5.5%	.	0.2	91	-13.6%	10.2%
O=C(NCc1cccs1)C1CCN(c2ccc(S(=O)(=O)N3CCOCC3)cc2Cl)CC1	7.5%	8.4%	-0.3%	1.6%	16.9%	i	2.4	62	-6.8%	6.4%
C=CCn1c(=O)c2ccccc2n2c(SCC(N)=O)nnc12	10.1%	-2.3%	0.0%	-5.5%	-7.4%	i	0.5	74	5.9%	5.8%
CC1Cc2ccccc2N1C(=O)c1ccnc(C(C)(C)C)c1 (stereo unspecified)	5.3%	3.4%	-0.1%	-17.7%	-11.0%	i	0.4	59	10.2%	-11.8%
CC(C)(C)c1c(Cl)c(O)c(-c2ccccc2)c(=O)n1-c1ccccc1	.	-1.2%	-0.1%	.	4.6%	i	-1.1	91	-6.7%	-8.3%
COC(=O)C1=C2SC(C)C(=O)N2C(N)=C(C#N)C1c1ccc(OC)c(OC)c1 (stereo unspecified)	0.7%	3.0%	0.3%	-4.8%	-3.1%	i	-1.2	31	4.6%	-10.4%
CCc1ccc(Nc2ccc3nonc3c2[N+](=O)[O-])cc1	11.8%	19.1%	.	9.4%	.	.	-0.7	43	.	.
COc1ccc(N(CC(=O)NC2CCCC2)C(=O)Cn2nnc(-c3ccc(OC)c(OC)c3)n2)c(OC)c1	5.7%	1.3%	-0.1%	7.5%	14.4%	.	-0.8	50	-0.8%	-7.0%
COc1cc(SC)ccc1C(=O)OC1CCOC1=O (stereo unspecified)	8.1%	2.1%	0.6%	-5.7%	5.5%	i	0.2	65	6.7%	4.3%
Cc1cc(NC(=O)CSc2nc(=O)n3cc(Cl)ccc3n2)no1	2.0%	6.9%	.	9.4%	.	.	-0.9	55	.	.
O=C(NC(C(=O)c1ccccc1)N1CCOCC1)c1ccccc1 (stereo unspecified)	-7.1%	-3.9%	0.0%	-12.3%	-10.3%	i	1.8	78	4.2%	-6.1%
O=c1c2ccccc2c(C=NCCO)c(O)n1-c1ccccc1	9.3%	0.6%	-0.2%	-5.5%	-9.9%	i	-0.5	54	4.0%	3.5%
CC(O)CNc1nc2sc3c(c2c(=O)n1CCc1ccccc1)CCCCC3 (stereo unspecified)	-2.6%	-2.8%	-0.6%	15.4%	3.1%	i	16.8	81	0.8%	-10.5%
NC(=O)CC(NC(=O)Cc1ccc(Br)cc1)c1ccc(NC2CCC2)c([N+](=O)[O-])c1 (stereo unspecified)	12.3%	14.1%	-0.1%	8.2%	-10.8%	i	5.5	93	-2.0%	38.2%
O=C1CSC(c2cccc(F)c2)N1c1c(F)cccc1F (stereo unspecified)	7.9%	7.2%	-0.1%	4.6%	-18.7%	.	0.2	83	4.3%	14.8%
CC/C(C)=N\N=C\c1c(O)n(CC)c2cc(C3=NNC(=O)CC3)ccc12	15.2%	23.7%	-0.1%	-25.0%	-3.5%	i	0.6	54	-1.7%	-1.1%
Cc1ccc2c(c1)C(c1ccccc1)N(C(=O)c1cc3ccccc3oc1=O)CC(=O)N2 (stereo unspecified)	9.9%	13.9%	0.1%	-1.4%	14.4%	.	0.2	51	14.8%	3.1%
O=c1[nH]c2ccc(NC(=S)NCCc3ccccc3)cc2[nH]1	13.5%	3.8%	-1.5%	-6.4%	1.2%	i	1.9	49	-1.2%	-21.5%
O=C1C2C3C=CC(C3)C2C(=O)N1CCN1CCN(Cc2ccc([N+](=O)[O-])cc2)CC1 (stereo unspecified)	10.7%	8.5%	-0.1%	0.0%	-22.5%	i	0.1	78	-4.5%	-1.6%
O=C(COc1cccnc1[N+](=O)[O-])NCCc1ccc(F)cc1	3.9%	6.8%	0.3%	-4.5%	-6.7%	i	3.2	48	-0.8%	-0.2%
CCOc1ccc(S(=O)(=O)NCCC(=O)Nc2cccc(C(=O)OC)c2)cc1	4.7%	12.1%	0.4%	0.0%	-2.2%	.	-0.1	44	12.3%	7.9%
O=C(C(=O)N1CCc2ccccc2C1)c1c[nH]c2ccccc12	5.6%	2.4%	0.2%	-4.5%	6.7%	i	-1.0	84	-23.8%	1.0%
Cc1ccccc1-c1nnc(SCC(=O)Nc2c(C)n(C)n(-c3ccccc3)c2=O)o1	0.4%	.	.	-6.5%	.	i	0.7	70	.	.
Cc1cc(C)c(-n2c(SCCS(=O)(=O)c3ccc(F)cc3)n[nH]c2=O)c(C)c1	10.8%	2.0%	0.2%	1.6%	-5.0%	i	-0.6	38	4.4%	0.6%
Cc1cc(C)c(S(=O)(=O)c2ccccc2F)c(=O)[nH]1	5.3%	6.3%	0.0%	-5.2%	-4.5%	.	0.7	91	2.5%	?
CCOC(=O)NCCOC(=O)Nc1ccc(Cl)cc1	-3.0%	10.5%	-0.3%	2.6%	11.7%	i	-1.5	71	2.5%	-3.3%
CCOC(=O)c1cnn(CC2CCCCC2)c1N	6.5%	14.0%	0.6%	10.8%	5.1%	i	0.4	52	-0.7%	-0.3%
O=C(NC1CCCCC1)c1ccc(N2CCOCC2)c([N+](=O)[O-])c1	8.2%	6.9%	-0.2%	0.0%	7.8%	.	0.3	58	-14.0%	25.0%	Dengue-2 NS5 capping pilot replicate=-1.5
CC(C)C(NC(=O)C(NC(=O)C1OC2OC(C)(C)OC2C2OC(C)(C)OC12)C(C)C)C(=O)O (stereo unspecified)	3.7%	-5.1%	-0.2%	0.7%	6.3%	i	-1.6	67	2.1%	-1.4%
Cc1cccc(N/C(N)=N/c2nc(C)cc(=O)[nH]2)c1	7.0%	-6.5%	-0.1%	-2.2%	4.7%	i	1.0	90	12.1%	-5.6%
C[C@@H](C(=O)N1CCN(C(=O)OC(C)(C)C)CC1)n1cc(-c2cn([C@@H](C)C(=O)N3CCN(C(=O)OC(C)(C)C)CC3)nn2)nn1	.	.	-0.1%	.	27.3%	i	-0.8	60	4.6%	14.9%
CCOC(=O)C1=C(C(F)(F)F)Nc2ncnn2C1c1cccc(OC)c1OC (stereo unspecified)	5.5%	6.4%	0.4%	-19.3%	-4.1%	i	-0.6	43	13.1%	9.3%
O=C(CO)N/N=C/c1ccccc1F	-0.1%	4.9%	-0.1%	0.7%	9.9%	i	1.0	50	-1.8%	16.5%
CC(=O)Nc1ccc(Sc2ncnc3scc(-c4ccccc4)c23)cc1	11.6%	3.8%	-0.1%	-9.9%	-2.7%	i	4.3	68	-5.3%	-4.3%
